Source: PubChem BioAssay
TEAD-YAP block: TEAD-YAP interaction inhibition, primary screen, TEAD-YAP interaction inhibitor project, luminescence, HEK-TIYL cells; TEAD-Gal4/YAP UAS-luciferase luminescence; inhibition, % at 9.12 µM; hit rate 1.4% among 640,000; in the data active = inhibition above about 32%;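 note: 0% = median of test compound wells and 100% = reference inhibitor wells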
MITF inh: MITF inhibitors, primary screen, biochemical, AlphaScreen, human; Microphthalmia-associated transcription factor (Homo sapiens), O75030; AID 1259374, 2018; hit rate 0.91% among 650,000; AlphaScreen MITF homodimerization, bead proximity signal; inhibition, % at 2.6 µM; in the data active = inhibition above about 50%;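 note: 0% = vehicle wells with protein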
Target sequence (O75030 whole entry, looked up): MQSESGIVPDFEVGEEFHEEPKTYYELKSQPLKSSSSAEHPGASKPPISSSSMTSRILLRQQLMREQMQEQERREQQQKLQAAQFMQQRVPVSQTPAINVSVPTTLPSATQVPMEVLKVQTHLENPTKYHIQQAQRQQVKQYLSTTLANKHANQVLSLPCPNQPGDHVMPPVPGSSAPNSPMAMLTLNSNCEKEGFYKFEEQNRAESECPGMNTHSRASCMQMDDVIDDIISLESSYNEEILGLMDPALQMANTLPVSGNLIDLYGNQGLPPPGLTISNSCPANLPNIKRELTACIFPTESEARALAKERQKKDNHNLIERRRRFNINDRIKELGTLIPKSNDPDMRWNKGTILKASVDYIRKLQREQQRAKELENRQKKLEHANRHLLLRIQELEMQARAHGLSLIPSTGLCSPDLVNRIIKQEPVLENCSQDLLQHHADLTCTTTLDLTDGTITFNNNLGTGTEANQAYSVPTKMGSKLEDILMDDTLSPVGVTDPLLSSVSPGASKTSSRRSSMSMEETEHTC
GPR151 ag: activators of human GPR151, primary screen, cell-based, PathHunter beta-arrestin, luminescence; PathHunter beta-arrestin GPR151 cells; activation, % at 11.2 µM; hit rate 1% among 650,000; AID 1508602, 2020; in the data active = activation above about 4.9%;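 note: 0% = median of compound wells and 100% = cells with positive control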
Target sequence (Q8TDV0 whole entry, looked up): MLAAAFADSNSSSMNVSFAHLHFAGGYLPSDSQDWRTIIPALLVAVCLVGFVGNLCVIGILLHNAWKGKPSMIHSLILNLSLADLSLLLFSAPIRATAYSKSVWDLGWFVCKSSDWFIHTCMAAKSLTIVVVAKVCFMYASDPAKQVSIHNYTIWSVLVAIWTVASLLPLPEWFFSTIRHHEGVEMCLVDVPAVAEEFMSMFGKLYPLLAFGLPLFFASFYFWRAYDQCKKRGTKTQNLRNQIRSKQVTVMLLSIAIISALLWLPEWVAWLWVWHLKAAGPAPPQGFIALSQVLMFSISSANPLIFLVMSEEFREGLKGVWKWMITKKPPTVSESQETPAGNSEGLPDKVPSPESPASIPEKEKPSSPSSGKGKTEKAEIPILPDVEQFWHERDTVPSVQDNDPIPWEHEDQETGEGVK
FBW7 act: FBW7 E3 ligase activators, primary screen, biochemical, AlphaScreen, human | F-box/WD repeat-containing protein 7 (Homo sapiens), Q969H0 | AlphaScreen FBW7–phospho-cyclin E peptide binding, activator screen | normalized activity (activation), % at 26.1 µM | hit rate 0.13% among 650,000 | AID 1259310, 2017; in the data active = normalized activity above about 1.9%;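 note: purified mutant Fbw7 with reduced substrate affinity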
* marks the source's active call; other numbers are inactive results.

SMILES,TEAD-YAP block,MITF inh,GPR151 ag,FBW7 act
Cc1c(Br)c([N+](=O)[O-])nn1C(C)C(=O)N1CCc2ccccc2C1 (centres undefined),-2.7,5.7,-0.1,0.6
CCN(CC)CCNc1nc2c(c(=O)[nH]c(=O)n2C)n1Cc1cccc(Br)c1,2.4,8.2,-1.3,0.1
CCc1ccccc1NC(=O)C1(C)CC2c3ccccc3C1c1ccccc12 (centres undefined),-4.1,6.4,0.9,0.1
COc1ccc(C2CC(c3cc(Br)ccc3O)=NN2)cc1OC (centres undefined),-11.9,-9.7,0.8,0.0
Cc1oc(-c2ccccc2F)nc1CSCC(=O)NCCCN1CCCC1=O,-3.0,-2.1,0.0,-0.1
COc1ccc(Cc2nc3c4cnn(-c5ccccc5)c4ncn3n2)cc1,12.0,9.5,0.3,0.3
O=C(C1CCCN(S(=O)(=O)c2cnc[nH]2)C1)N1CCN(c2ccccc2)CC1 (centres undefined),-4.8,0.2,2.0,0.0
COc1cccc(C(=O)NCCn2c(C)cc3ccccc32)c1,-37.8,7.3,0.0,-0.6
CC(C)C(=O)NC(N1CCOCC1)C(Cl)(Cl)Cl (centres undefined),-6.5,19.3,0.6,0.2
CN(Cc1ccccc1)CC(O)COc1ccc(CNCCc2cn[nH]c2)cc1 (centres undefined),-1.3,10.1,-0.6,0.2

Single records (already shown).
Entry for Cc1oc(-c2ccccc2F)nc1CSCC(=O)NCCCN1CCCC1=O = TEAD-YAP block: -3.0; MITF inh: -2.1; GPR151 ag: 0.0; FBW7 act: -0.1
Entry for COc1cccc(C(=O)NCCn2c(C)cc3ccccc32)c1 = TEAD-YAP block: -37.8; MITF inh: 7.3; GPR151 ag: 0.0; FBW7 act: -0.6

Next records.
SMILES,TEAD-YAP block,MITF inh,GPR151 ag,FBW7 act
COc1ccc(CC2(CCC(=O)NCCc3ccccc3F)CCC(=O)N2)c(F)c1 (centres undefined),2.1,9.8,1.6,-0.1
CC1=C(C(=O)OCCC(C)C)C(c2ccccc2I)NC(=O)N1C (centres undefined),1.2,-5.8,0.8,-0.1
COc1cc(/C=N/Nc2cccc(Cl)c2)cc([N+](=O)[O-])c1O,-11.9,5.7,-0.7,-0.3
CC(=O)NC(=S)NNC(=O)CCc1ccccc1,2.3,6.6,1.0,-0.5
NC(=O)COC(=O)/C(=C/c1ccco1)n1nnnc1-c1ccccc1,1.1,13.2,1.0,-0.1
CCOc1cc(C2NC(=O)NC(C)=C2C(=O)Nc2ccccc2F)ccc1O (centres undefined),-1.6,-2.6,-1.3,-0.1
Cc1noc(C)c1S(=O)(=O)Nc1ccc(C(=O)NCCc2ccccc2)cc1,14.0,11.3,-0.5,0.0
CCCCCOC(=O)CN1C(=O)C(=O)c2cc(Br)cc(C)c21,18.6,15.8,-0.4,-0.1
Cc1ccc(CSCc2ccc(C(=O)O)o2)cc1,3.0,12.1,0.7,0.2
COc1cccc(NC(=O)c2ccc(F)cc2C)c1,-26.7,-10.6,-1.9,-0.1
Cc1cc(C)n(CCCNC(=O)CN2N=C(C(C)(C)C)Cn3c(cc4ccccc43)C2=O)n1,10.3,21.6,-0.1,0.2
COc1ccc(-c2nc3ccc(C(=O)N4CCOCC4)cc3nc2-c2ccc(OC)cc2)cc1,-3.0,-9.1,1.4,0.1
Cc1ccc2c(NC(=O)c3cc(-c4ccc(F)cc4)n[nH]3)cccc2n1,0.2,-7.4,2.4,-0.1
CCN(CC)C(=O)c1ccc(Nc2nnc(-c3ccc(C)c(S(=O)(=O)NC)c3)c3ccccc23)cc1,19.9,-11.8,1.2,1.4
COc1ccc(OC)c(/C=N/NC(=O)Cc2n[nH]c(=O)[nH]c2=O)c1,9.2,9.7,0.0,0.1
COc1ccc(N2CCN(C(CNC(=O)C(C)C)c3cccnc3)CC2)cc1 (centres undefined),0.8,5.3,1.5,0.2
COc1ccc(CCNC(=O)c2cnc(Nc3nccc4ccccc34)s2)cc1,0.2,18.1,5.8*,0.1
O=C(CSc1nc(Nc2ccc(F)c(F)c2)c2ccccc2n1)NCC1CCCO1 (centres undefined),0.3,6.0,-1.3,-0.2
Cc1ccc(-c2csc(NC(=O)C(C)C)c2C(=O)O)c(C)c1,8.3,-4.7,-0.9,0.0
CC/C(=N\O)c1ccc(OC)c(OC)c1,-4.2,-6.7,1.9,-0.1
CSc1ccc2nnc(-c3cccc(F)c3)n2n1,-13.5,-5.2,0.2,0.3
C=CCOc1ccccc1CN1CCC(C2(CC)NC(=O)N(CC(=C)C)C2=O)CC1 (centres undefined),8.2,3.3,0.5,-0.1
NC(=O)C(SCC(=O)O)c1ccc(Br)cc1 (centres undefined),-2.6,14.7,0.3,0.6
CC(=O)c1cc(CN2CCN(C(C)C)C(CCO)C2)cs1 (centres undefined),-0.8,1.1,2.6,0.0
CCCCOC(=O)CSc1nc(N)c(C#N)c(-c2ccc(OC)cc2)c1C#N,-12.6,18.6,-0.9,0.2
Cc1ccccc1OCCCNCC1CCCO1 (centres undefined),3.8,18.9,0.9,-0.1
CCn1cnc2sc3c(c2c1=O)CCC(C)C3 (centres undefined),-51.0,13.3,-1.9,0.9
Cc1cc(F)ccc1NC(=O)C(C)n1c2ccccc2c2nc(=O)cc(C)n21 (centres undefined),12.6,-3.0,1.1,0.0
COc1cccc(-n2nnnc2SCC(=O)N(C(C)C)C(C)C)c1,9.9,-0.5,0.7,-0.1
Cn1c2ccccc2c2nnc(SCC(=O)Nc3cccc(C(F)(F)F)c3)nc21,5.7,-3.2,0.2,-0.1
COc1ccc(-n2nnc3c(=O)n(CC(=O)Nc4c(C)cc(C)cc4C)cnc32)cc1,7.0,13.9,3.4,-0.2
CN(C)C(=O)c1c(NC(=O)c2ccccc2F)sc2c1CCCC2,11.9,10.9,-0.5,0.1
COc1ccc(Nc2ncc(-c3ccc(CN)cc3)n3ccnc23)cc1,-22.5,10.0,-1.0,0.2
COc1cccc(CNc2nc(C)c(-c3ccn(CC4CCCCO4)n3)s2)c1OC (centres undefined),6.5,-7.5,-0.8,0.5
COc1ccc(OCc2cc(C(=O)N3CCCC(OC)C3)no2)c(Cl)c1 (centres undefined),-46.9,7.2,1.1,0.3
Cc1cccc(-n2nnc3c(=O)n(Cc4ccc(F)cc4)cnc32)c1,-3.9,2.8,-1.7,0.6
CCCC1=NN2C(=N)/C(=C/c3cn(CCOc4ccccc4C)c4ccccc34)C(=O)N=C2S1,4.8,-3.9,1.1,0.0
Cn1c(=O)n(C)c2cc([N+](=O)[O-])c(N3CCN(C(=O)c4ccco4)CC3)cc21,-1.7,5.9,1.6,0.0
CCn1c(SC)nnc1C1CCCN(CC(=O)N2CCCc3ccccc32)C1 (centres undefined),-12.3,4.6,0.4,0.2
CC(=O)c1cccc(NC(=O)CSc2nc3ccc(C)cc3[nH]2)c1,20.8,7.7,0.1,0.1
COc1ccccc1/C=C(\C#N)c1nn(CCO)c(N)c1C#N,-5.4,6.9,-0.4,-0.2
CCCCN(C)C(=O)c1cc(COc2ccc(OC)cc2Cl)on1,-68.2,-9.6,-1.7,0.0
COc1ccc(Br)c(C(=O)Nc2cc(C(=O)Nc3cccc(C)n3)ccc2N2CC3CC(C2)c2cccc(=O)n2C3)c1 (centres undefined),-28.4,-11.8,-0.3,-0.2
COc1cc(CN2CCNC(=O)C2CC(=O)NCCCc2ccccc2)cc(OC)c1 (centres undefined),-3.0,2.7,-0.7,0.3
COc1ccccc1CC(=O)c1ccc(O)c(CN2CCCCC2C)c1O (centres undefined),16.4,17.4,0.5,0.9
C#Cc1cccc(NC(=O)Cc2ccc(OC)cc2)c1,-14.7,6.8,-2.3,0.5
O=C(Nc1ccc(Br)cc1)c1cc(=O)c2ccccc2o1,-4.0,-1.6,0.1,-0.3
O=C1CCCN1CCCNc1nc(Cl)nc2c1ncn2CCN1CCCC1=O,-3.0,-3.7,1.5,0.7
O=C1OC(c2ccc(Cl)c([N+](=O)[O-])c2)=N/C1=C\c1ccc2c(c1)OCO2,1.4,6.5,-0.4,0.7
Cc1c(NC(=O)CN(c2ccc(Br)cc2)S(C)(=O)=O)cccc1[N+](=O)[O-],3.5,7.5,-0.9,0.0

Further entries
SMILES,TEAD-YAP block,MITF inh,GPR151 ag,FBW7 act
C=CCNC(=O)CSc1nc2cc(C)c(C)cc2cc1C#N,-5.0,10.2,-0.9,-0.1
COc1cc(C2CC(=O)NC(SCC(=O)Nc3ccc(Br)cc3)=C2C#N)ccc1OCc1ccccc1 (centres undefined),4.8,6.6,3.3,0.0
COC(=O)C1=C(C)NC(=O)CC1c1c(F)cccc1Cl (centres undefined),-4.8,-2.4,1.6,0.0
Cc1cc(C)c(S(=O)(=O)Nc2ccc(F)c([N+](=O)[O-])c2)c(C)c1,3.1,11.4,1.6,0.3
CCOc1ccc(C2=NN3C(C2)c2cc(Cl)ccc2OC3c2cccc(OC)c2OC)cc1 (centres undefined),-10.0,-5.4,-1.2,0.1
N#Cc1c(NC(=O)CSc2nnc(-c3ccncc3)o2)sc2c1CCCC2,-0.8,9.2,-1.4,-0.2
O=c1/c(=C\c2ccc(-c3ccc(Cl)cc3[N+](=O)[O-])o2)sc2nc3ccccc3n12,-1.0,-3.6,2.3,0.0
CC(C)(C)SCCNC(=O)c1ccccc1I,-23.1,0.3,0.8,-0.1
CCOC(=O)C1=C(CSc2nc(-c3cccs3)ccc2C#N)OC(N)=C(C#N)C1c1ccccc1Br (centres undefined),-5.3,5.9,-0.7,-0.1
CCOC(=O)C1CCN(S(=O)(=O)c2ccc(C)c(C)c2)CC1,2.3,3.3,-0.2,0.0

The closing 2 compounds of the part before open the next one.
SMILES,TEAD-YAP block,MITF inh,GPR151 ag,FBW7 act
CCOC(=O)C1=C(CSc2nc(-c3cccs3)ccc2C#N)OC(N)=C(C#N)C1c1ccccc1Br (centres undefined),-5.3,5.9,-0.7,-0.1
CCOC(=O)C1CCN(S(=O)(=O)c2ccc(C)c(C)c2)CC1,2.3,3.3,-0.2,0.0
O=C(NCc1ccc(Cl)cc1)c1ccncc1,12.9,6.0,-0.8,0.0
Cc1nc(N2CCCC2C(=O)NCc2ccc3c(c2)n(C)c(=O)n3C)nc2ccc(F)cc12 (centres undefined),1.1,-9.4,0.3,0.0
CN(Cc1ccccc1)C(=O)CSc1nnc2sc3ccccc3n12,-18.9,4.2,-0.8,-0.1
CCOc1ccc(NC(=O)NC(=O)N(C(C)C)S(C)(=O)=O)cc1,0.4,9.4,0.2,0.0
CCC(Nc1ccccn1)n1nnc2ccccc21 (centres undefined),10.0,-3.8,0.7,0.1
CCN(CC(=O)NC1CCCC1)S(=O)(=O)c1ccc(OC)cc1,4.4,1.8,1.8,0.1
O=C(N[C@@H]1CCN(C(=O)c2ccc3[nH]ncc3c2)C1)c1ccc(Br)cc1,14.0,-6.8,1.2,0.1
COc1ccc(CN2C(=O)N(c3ccc(C)cc3)C(=O)C2CC(=O)Nc2ccccc2)cc1 (centres undefined),0.1,3.6,0.0,-0.1
CC(=O)NCc1ccc(C(=O)CCl)cc1,14.0,23.0,-0.6,0.8
CCSc1nc2c(c(=O)n1C1CCOC(C)(C)C1)C1(CCCC1)Cc1ccccc1-2 (centres undefined),0.2,42.3,-1.3,-0.3
O=C1NC(=O)C(=Cc2ccc(OC(=O)c3ccc(Br)cc3)cc2)C(=O)N1,20.7,11.7,1.2,-0.3
Cc1ccc2oc(C(=O)N(Cc3ccccc3)C3CCS(=O)(=O)C3)c(C)c2c1 (centres undefined),-12.3,13.6,1.0,0.0
CN(Cc1ccccc1)C(=O)CCC1CCN(C(=O)c2ccco2)CC1,-2.8,-16.6,0.2,0.1
COc1ccc(-c2c(C(=O)Nc3ccccc3)c(C)nc3sc(C(=O)c4ccccc4)c(N)c23)cc1OC,-0.8,6.1,-1.6,0.4
CCCC1CCC(c2ccc(-c3noc(-c4ccc(OC)cc4F)n3)cc2)CC1 (centres undefined),8.2,1.8,3.5,0.0
COc1ccccc1OCc1nc(-c2cccc(Br)c2)no1,-18.4,-5.7,-0.4,0.4
COc1cc(C(=O)N2CCN(Cc3cccc(Oc4ccccc4)c3)CC2)cc(OC)c1OC,6.0,28.7,-0.3,-0.4
Oc1ccc(Cl)cc1C1CC(c2ccccc2)=NN1 (centres undefined),-59.4,1.6,-1.3,-0.1
Cc1cccc2c1cnn2C(=O)CCC(=O)NC1CCCC1,1.4,-5.5,1.9,0.0
O=C(Nc1cccc(NC(=O)c2ccc(Cl)cc2Cl)n1)c1ccc(Cl)cc1Cl,-3.9,2.8,0.9,0.0
O=C1NC2(CCN(Cc3coc4ccccc4c3=O)CC2)Nc2ccc(Cl)cc21,-12.3,0.5,0.0,0.0
CC(C)NS(=O)(=O)c1ccc(OCC(=O)O)cc1,9.2,6.8,-1.0,0.3
CN1C(=O)c2cccc(NC(=O)c3sc4ccccc4c3Cl)c2C1=O,6.4,13.5,1.4,0.0
